NSD2 block – inhibitors of human NSD2, primary screen, biochemical, plate reader, single point; inhibition, % at 12.5 µM; 0.07% of 44,000 active; NSD2-SET H3K36me1 DELFIA fluorescence; in the data active means inhibition above about 54%, passing the limit was not always enough;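 further: inhibitors reduce the monomethyl H3K36 fluorescence signal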
Target sequence (O96028 whole entry, looked up): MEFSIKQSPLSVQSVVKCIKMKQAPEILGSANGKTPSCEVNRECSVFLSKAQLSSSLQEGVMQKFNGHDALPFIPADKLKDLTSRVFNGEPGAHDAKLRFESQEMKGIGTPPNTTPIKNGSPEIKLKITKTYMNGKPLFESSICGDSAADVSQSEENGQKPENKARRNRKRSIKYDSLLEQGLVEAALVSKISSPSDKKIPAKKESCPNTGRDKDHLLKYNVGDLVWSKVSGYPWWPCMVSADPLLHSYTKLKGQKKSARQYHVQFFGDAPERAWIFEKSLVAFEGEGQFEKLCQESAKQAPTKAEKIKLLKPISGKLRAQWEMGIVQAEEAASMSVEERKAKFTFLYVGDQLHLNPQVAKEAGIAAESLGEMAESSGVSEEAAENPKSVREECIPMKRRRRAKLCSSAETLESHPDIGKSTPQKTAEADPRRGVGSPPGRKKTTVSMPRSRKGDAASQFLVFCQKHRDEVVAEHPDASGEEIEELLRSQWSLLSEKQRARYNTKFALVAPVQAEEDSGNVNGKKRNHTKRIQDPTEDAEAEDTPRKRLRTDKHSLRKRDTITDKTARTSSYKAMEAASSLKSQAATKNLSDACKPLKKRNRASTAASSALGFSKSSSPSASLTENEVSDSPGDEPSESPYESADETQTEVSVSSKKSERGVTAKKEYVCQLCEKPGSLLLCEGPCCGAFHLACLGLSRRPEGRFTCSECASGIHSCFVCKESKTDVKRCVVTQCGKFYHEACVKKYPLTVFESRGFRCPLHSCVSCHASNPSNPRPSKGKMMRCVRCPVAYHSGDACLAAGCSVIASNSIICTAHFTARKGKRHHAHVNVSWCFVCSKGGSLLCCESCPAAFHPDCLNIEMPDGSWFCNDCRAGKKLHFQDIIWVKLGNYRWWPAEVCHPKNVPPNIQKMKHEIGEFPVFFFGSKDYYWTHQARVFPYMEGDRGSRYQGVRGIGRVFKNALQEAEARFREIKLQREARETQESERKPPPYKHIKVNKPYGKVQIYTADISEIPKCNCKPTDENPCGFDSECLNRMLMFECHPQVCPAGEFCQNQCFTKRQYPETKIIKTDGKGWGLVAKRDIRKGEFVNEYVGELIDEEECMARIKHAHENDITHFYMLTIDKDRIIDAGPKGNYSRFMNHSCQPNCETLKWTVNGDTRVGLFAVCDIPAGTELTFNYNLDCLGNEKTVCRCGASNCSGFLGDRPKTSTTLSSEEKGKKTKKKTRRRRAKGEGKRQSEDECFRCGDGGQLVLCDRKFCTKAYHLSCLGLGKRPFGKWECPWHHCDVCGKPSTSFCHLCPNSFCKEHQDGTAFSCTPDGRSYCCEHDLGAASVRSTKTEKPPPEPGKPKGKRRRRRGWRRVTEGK
The depositor's hits bear a star. Not all compounds are listed, so the mix of outcomes need not match the whole.

Results for Cc1noc(C)c1NC(=O)Nc1ccc2c(c1)CC(=O)N([C@@H](C)CO)C[C@H](C)[C@@H](CN(C)C(=O)Nc1ccc(F)cc1)O2 ?
NSD2 block: 0

How did O=C1c2ccccc2C(=O)N1Cc1nc(-c2ccccn2)no1 do in these assays?
NSD2 block: -3

What do the screens show for `C[C@@H]1CN([C@H](C)CO)C(=O)c2cc(NC(=O)Nc3ccccc3)ccc2O[C@@H]1CN(C)S(=O)(=O)c1ccc(Cl)cc1`?
NSD2 block: -1

How did C[C@H]1CN([C@@H](C)CO)S(=O)(=O)c2ccc(-c3cncnc3)cc2O[C@@H]1CN(C)Cc1ccncc1 do in these assays?
NSD2 block: -9

Results for COc1ccc(S(=O)(=O)N(C)C[C@@H]2Oc3ncc(-c4cccc(F)c4)cc3C(=O)N([C@H](C)CO)C[C@@H]2C)cc1 ?
NSD2 block: -1

Results for C/C=C/c1cnc2c(c1)C(=O)N([C@H](C)CO)C[C@H](C)[C@@H](CN(C)C(=O)NCCC)O2 ?
NSD2 block: -9

How did C[C@@H]1CN([C@H](C)CO)C(=O)c2cc(NC(=O)Nc3cccc4ccccc34)ccc2O[C@H]1CN(C)Cc1ccc(Cl)c(Cl)c1 do in these assays?
NSD2 block: -6

What do the screens show for `COc1ccc(NC(=O)N(C)C[C@H]2Oc3ccc(NC(=O)Nc4ccc5c(c4)OCO5)cc3CC(=O)N([C@@H](C)CO)C[C@@H]2C)cc1`?
NSD2 block: -12

How did CO[C@H](CN(C)Cc1nccs1)[C@H](C)CN([C@H](C)CO)S(=O)(=O)c1ccc(C)cc1 do in these assays?
NSD2 block: -1

How did C[C@@H]1CCCCO[C@H](CN(C)C(=O)c2ccncc2)[C@H](C)CN([C@@H](C)CO)C(=O)c2cc(NC(=O)NC3CCCCC3)ccc2O1 do in these assays?
NSD2 block: -17

The final 6 records of the section before open the next one:
Results for COc1ccc(S(=O)(=O)N(C)C[C@@H]2Oc3ncc(-c4cccc(F)c4)cc3C(=O)N([C@H](C)CO)C[C@@H]2C)cc1 ?
NSD2 block: -1

Results for C/C=C/c1cnc2c(c1)C(=O)N([C@H](C)CO)C[C@H](C)[C@@H](CN(C)C(=O)NCCC)O2 ?
NSD2 block: -9

How did C[C@@H]1CN([C@H](C)CO)C(=O)c2cc(NC(=O)Nc3cccc4ccccc34)ccc2O[C@H]1CN(C)Cc1ccc(Cl)c(Cl)c1 do in these assays?
NSD2 block: -6

What do the screens show for `COc1ccc(NC(=O)N(C)C[C@H]2Oc3ccc(NC(=O)Nc4ccc5c(c4)OCO5)cc3CC(=O)N([C@@H](C)CO)C[C@@H]2C)cc1`?
NSD2 block: -12

How did CO[C@H](CN(C)Cc1nccs1)[C@H](C)CN([C@H](C)CO)S(=O)(=O)c1ccc(C)cc1 do in these assays?
NSD2 block: -1

How did C[C@@H]1CCCCO[C@H](CN(C)C(=O)c2ccncc2)[C@H](C)CN([C@@H](C)CO)C(=O)c2cc(NC(=O)NC3CCCCC3)ccc2O1 do in these assays?
NSD2 block: -17

Results for COc1ccc(S(=O)(=O)N(C)C[C@H]2Oc3ccc(NC(=O)NC4CCCCC4)cc3C(=O)N([C@H](C)CO)C[C@@H]2C)cc1 ?
NSD2 block: -3

What do the screens show for `CC(C)NC(=O)Nc1ccc2c(c1)C(=O)N([C@H](C)CO)C[C@H](C)[C@H](CN(C)C(=O)Nc1ccc(F)cc1)OCCCC[C@@H](C)O2`?
NSD2 block: -5

How did C[C@@H]1CN([C@H](C)CO)C(=O)Cc2cc(NC(=O)Nc3ccc(F)cc3)ccc2O[C@H]1CN(C)Cc1ccc(C(F)(F)F)cc1 do in these assays?
NSD2 block: -12

Results for O=C(CCCCCC(=O)N/N=C/c1c(F)c(F)c(F)c(F)c1F)NO ?
NSD2 block: 0

Results for CN(C)C(=O)C[C@H]1C[C@H]2c3cc(NC(=O)C4CCC4)ccc3O[C@H]2[C@H](CO)O1 ?
NSD2 block: -1

Results for COc1cccc(S(=O)(=O)N(C)C[C@@H]2Oc3ncc(C#Cc4ccc(OC)c(OC)c4)cc3C(=O)N([C@H](C)CO)C[C@@H]2C)c1 ?
NSD2 block: 3

What do the screens show for `Cc1noc(C)c1NC(=O)Nc1ccc2c(c1)C(=O)N([C@H](C)CO)C[C@@H](C)[C@H](CN(C)S(=O)(=O)c1ccc(F)cc1)O2`?
NSD2 block: 2

What do the screens show for `Cc1noc(C)c1NC(=O)N(C)C[C@H]1Oc2ccc(NS(C)(=O)=O)cc2C(=O)N([C@@H](C)CO)C[C@@H]1C`?
NSD2 block: 12

Results for C[C@H]1CN([C@@H](C)CO)S(=O)(=O)c2ccc(/C=C/c3ccccc3)cc2O[C@@H]1CN(C)C(=O)Nc1cccc(F)c1 ?
NSD2 block: -6

How did COc1cccc(NC(=O)N(C)C[C@@H]2Oc3cc(C#CC4(O)CCCC4)ccc3S(=O)(=O)N([C@@H](C)CO)C[C@@H]2C)c1 do in these assays?
NSD2 block: -1

Results for C[C@H]1CN([C@@H](C)CO)C(=O)c2cc(-c3cccc(C(=O)N(C)C)c3)cnc2O[C@H]1CN(C)C(=O)Cc1ccccn1 ?
NSD2 block: 2

Results for C[C@H]1CN([C@@H](C)CO)C(=O)Cc2cc(NS(=O)(=O)c3ccc(Cl)cc3)ccc2O[C@H]1CN(C)S(=O)(=O)c1ccc(F)cc1 ?
NSD2 block: -6

Results for C[C@@H]1CN([C@H](C)CO)C(=O)Cc2cc(NC(=O)Nc3ccc4c(c3)OCO4)ccc2O[C@H]1CN(C)S(=O)(=O)c1cccs1 ?
NSD2 block: 0

Results for C/C=C/c1cnc2c(c1)C(=O)N([C@H](C)CO)C[C@@H](C)[C@@H](CN(C)C(=O)Cc1ccccn1)O2 ?
NSD2 block: 7

Results for COc1ccc(S(=O)(=O)N(C)C[C@@H]2Oc3ccc(NS(=O)(=O)c4ccc(C)cc4)cc3CC(=O)N([C@@H](C)CO)C[C@@H]2C)cc1 ?
NSD2 block: 2

Results for Cc1ccc(S(=O)(=O)N(C)C[C@H]2Oc3ccc(NC(=O)Nc4ccc(F)cc4)cc3CC(=O)N([C@@H](C)CO)C[C@@H]2C)cc1 ?
NSD2 block: -19

Results for COc1ccc(S(=O)(=O)Nc2ccc3c(c2)C(=O)N([C@H](C)CO)C[C@H](C)[C@@H](CN(C)S(=O)(=O)c2ccc(F)cc2)OCCCC[C@H](C)O3)cc1 ?
NSD2 block: 3

Results for C[C@H]1CN([C@@H](C)CO)C(=O)Cc2cc(NC(=O)NC3CCCCC3)ccc2O[C@H]1CN(C)S(=O)(=O)c1cccs1 ?
NSD2 block: 5

How did C[C@H]1CN([C@@H](C)CO)C(=O)c2cc(NC(=O)NC3CCCCC3)ccc2O[C@H]1CN(C)C(=O)Nc1ccc2c(c1)OCO2 do in these assays?
NSD2 block: -26

Results for CC(C)NC(=O)N(C)C[C@H]1OCCCC[C@@H](C)Oc2ccc(NC(=O)CCC(F)(F)F)cc2C(=O)N([C@@H](C)CO)C[C@@H]1C ?
NSD2 block: 5

What do the screens show for `Cc1ccc(S(=O)(=O)Nc2cccc3c2O[C@H](CN(C)C(=O)Nc2ccccc2)[C@@H](C)CN([C@@H](C)CO)C3=O)cc1`?
NSD2 block: 7

What do the screens show for `C=CCOC(=O)[C@@H]1[C@H]2C(=O)O[C@H](c3ccccc3)[C@H](c3ccccc3)N2[C@H](c2ccc(OCCOC(=O)[C@@H]3C[C@@H]4C(=O)NCC(=O)N4[C@@H]3c3ccc(O)cc3)cc2)[C@@]12C(=O)Nc1ccc(I)cc12`?
NSD2 block: -5

How did CC(C)NC(=O)N(C)C[C@H]1Oc2ccc(NS(=O)(=O)c3cccs3)cc2CC(=O)N([C@@H](C)CO)C[C@H]1C do in these assays?
NSD2 block: -3

What do the screens show for `COc1ccc(NC(=O)N(C)C[C@@H]2OCCCC[C@H](C)Oc3ccc(NC(=O)c4ccncc4)cc3C(=O)N([C@H](C)CO)C[C@H]2C)cc1`?
NSD2 block: 2

How did C[C@H](CO)N1C[C@H](C)[C@@H](CN(C)C(=O)Nc2ccc(F)cc2)OCCCC[C@H](C)Oc2ccc(N(C)C)cc2C1=O do in these assays?
NSD2 block: -1

Results for C[C@@H]1CN([C@H](C)CO)C(=O)c2cccc(NS(=O)(=O)c3ccccc3)c2O[C@@H]1CN(C)C(=O)Nc1ccccc1 ?
NSD2 block: -10

What do the screens show for `COc1ccc(S(=O)(=O)N(C)C[C@@H]2Oc3ccc(NC(=O)CCN4CCOCC4)cc3C(=O)N([C@@H](C)CO)C[C@H]2C)cc1`?
NSD2 block: -3

Results for COc1ccc(C#Cc2cnc3c(c2)C(=O)N([C@H](C)CO)C[C@H](C)[C@H](CN(C)C)O3)cc1OC ?
NSD2 block: -2

What do the screens show for `C[C@@H]1CN([C@@H](C)CO)S(=O)(=O)c2ccc(C#Cc3cccc(F)c3)cc2O[C@H]1CN(C)C`?
NSD2 block: 13

What do the screens show for `C[C@H](CO)N1C[C@H](C)[C@H](CN(C)C(=O)Nc2ccc3c(c2)OCO3)Oc2c(NC(=O)Nc3cccc4ccccc34)cccc2C1=O`?
NSD2 block: 0

How did C[C@H]1CN([C@@H](C)CO)C(=O)c2cc(C#CCN(C)C)cnc2O[C@@H]1CN(C)C(=O)Cc1ccncc1 do in these assays?
NSD2 block: 2

Results for C/C=C/c1cnc2c(c1)C(=O)N([C@H](C)CO)C[C@H](C)[C@H](CN(C)C(=O)Nc1ccccc1F)O2 ?
NSD2 block: 3

What do the screens show for `CC1(C)COC(CCC/C=N/NC(=O)CCCCCCC(=O)O)OC1`?
NSD2 block: 0

What do the screens show for `C[C@@H]1CN([C@@H](C)CO)S(=O)(=O)c2ccc(-c3cccnc3)cc2O[C@@H]1CN(C)C(=O)CC1CC1`?
NSD2 block: 5

Results for C[C@H](CO)N1C[C@H](C)[C@@H](CN(C)Cc2ccccc2)Oc2ccc(NC(=O)CCC(F)(F)F)cc2CC1=O ?
NSD2 block: 1

Results for C[C@@H]1CN([C@H](C)CO)C(=O)c2cccc(NC(=O)CCCCCC(=O)Nc3ccccc3N)c2O[C@@H]1CN(C)C(=O)NC1CCCCC1 ?
NSD2 block: -1

What do the screens show for `C[C@H]1CCCCO[C@H](CN(C)Cc2ccc(C(F)(F)F)cc2)[C@@H](C)CN([C@@H](C)CO)C(=O)c2cc(NC(=O)c3ccccc3)ccc2O1`?
NSD2 block: 0

How did C[C@@H]1CCCCO[C@@H](CN(C)CC2CCCCC2)[C@H](C)CN([C@H](C)CO)C(=O)c2cc(NC(=O)Nc3ccc4c(c3)OCO4)ccc2O1 do in these assays?
NSD2 block: 5

What do the screens show for `CC(C)CC#Cc1ccc2c(c1)O[C@H](CN(C)C(=O)Cc1ccncc1)[C@@H](C)CN([C@@H](C)CO)S2(=O)=O`?
NSD2 block: 21

How did C[C@@H]1CN([C@@H](C)CO)C(=O)c2cccc(NS(=O)(=O)c3cn(C)cn3)c2O[C@@H]1CN(C)S(=O)(=O)c1ccc(Cl)cc1 do in these assays?
NSD2 block: -5

Looked up one by one from the entries so far (two):
How did C[C@H]1CN([C@@H](C)CO)C(=O)c2cc(C#CCN(C)C)cnc2O[C@@H]1CN(C)C(=O)Cc1ccncc1 do in these assays?
NSD2 block: 2

What do the screens show for `C[C@H]1CCCCO[C@H](CN(C)Cc2ccc(C(F)(F)F)cc2)[C@@H](C)CN([C@@H](C)CO)C(=O)c2cc(NC(=O)c3ccccc3)ccc2O1`?
NSD2 block: 0

Returning to the listing; the 2 compounds before the break are reprinted first.
What do the screens show for `CC(C)CC#Cc1ccc2c(c1)O[C@H](CN(C)C(=O)Cc1ccncc1)[C@@H](C)CN([C@@H](C)CO)S2(=O)=O`?
NSD2 block: 21

How did C[C@@H]1CN([C@@H](C)CO)C(=O)c2cccc(NS(=O)(=O)c3cn(C)cn3)c2O[C@@H]1CN(C)S(=O)(=O)c1ccc(Cl)cc1 do in these assays?
NSD2 block: -5

How did O=C(C[C@H]1C[C@@H]2c3cc(NC(=O)NC4CCCCC4)ccc3O[C@@H]2[C@@H](CO)O1)NCc1ccccc1 do in these assays?
NSD2 block: -8

What do the screens show for `C[C@@H]1CN([C@H](C)CO)C(=O)CCCn2cc(nn2)CO[C@@H]1CN(C)C(=O)Nc1ccccc1F`?
NSD2 block: -1

How did C[C@@H]1CCCCO[C@H](CN(C)C(=O)C2CCCCC2)[C@H](C)CN([C@H](C)CO)C(=O)c2cc(NS(=O)(=O)c3cn(C)cn3)ccc2O1 do in these assays?
NSD2 block: 6

What do the screens show for `CCC(=O)N(C)C[C@H]1Oc2cc(-c3cccnc3)ccc2S(=O)(=O)N([C@@H](C)CO)C[C@@H]1C`?
NSD2 block: 2

How did C[C@@H]1CN([C@H](C)CO)C(=O)c2cc(C#Cc3ccncc3)cnc2O[C@H]1CN(C)C(=O)c1ccccc1F do in these assays?
NSD2 block: 16

How did C#C[C@]1(O)CC[C@H]2[C@@H]3CCC4=Cc5oncc5C[C@]4(C)[C@H]3CC[C@@]21C do in these assays?
NSD2 block: -4

Results for C[C@@H]1CN([C@H](C)CO)C(=O)Cc2cc(NC(=O)C3CCCCC3)ccc2O[C@@H]1CN(C)CC1CCCCC1 ?
NSD2 block: 4

How did CO[C@@H](CN(C)C(=O)c1ccc2c(c1)OCO2)[C@@H](C)CN([C@H](C)CO)S(=O)(=O)c1ccc(C)cc1 do in these assays?
NSD2 block: 3

How did C[C@@H]1CN([C@H](C)CO)C(=O)Cc2cc(NS(=O)(=O)c3ccc(Cl)cc3)ccc2O[C@H]1CN(C)Cc1ccccc1 do in these assays?
NSD2 block: 16

What do the screens show for `C[C@H](CO)N1C[C@H](C)[C@@H](CN(C)C(=O)c2ccncc2)Oc2cc(/C=C/c3ccccc3)ccc2S1(=O)=O`?
NSD2 block: 1

Results for CC(C)(C)OC(=O)CC[C@@]12N=C(c3ccc(OCCCO)cc3)O[C@@H]1c1ccccc1CN(Cc1ccccc1)C2=O ?
NSD2 block: 2

How did C[C@@H]1CCCCO[C@H](CN(C)S(=O)(=O)c2cccs2)[C@@H](C)CN([C@H](C)CO)C(=O)c2cc(NC(=O)C3CCCCC3)ccc2O1 do in these assays?
NSD2 block: -3

What do the screens show for `O=C(C[C@@H]1C[C@@H]2c3cc(NC(=O)c4ccc5c(c4)OCO5)ccc3O[C@@H]2[C@@H](CO)O1)NCc1ccc(Oc2ccccc2)cc1`?
NSD2 block: 2

How did C/C=C/c1ccc2c(c1)O[C@@H](CN(C)C(=O)NCCC)[C@H](C)CN([C@@H](C)CO)S2(=O)=O do in these assays?
NSD2 block: -8

Results for C[C@@H]1CN([C@H](C)CO)C(=O)Cc2cc(NC(=O)c3ccncc3)ccc2O[C@@H]1CN(C)S(=O)(=O)c1ccccc1 ?
NSD2 block: 0
